Screening data as filed in PubChem.
D2 ag – agonists of human D2 dopamine receptor | P14416 | HEK293 T-REx D2 cells, calcium flux agonist mode | activation, % at 2 µM | actives 0.53% (n = 340,000);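 active = activation over 3 SD above normal in the single-dose calcium agonist read, cut at about 30% in these data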; note: 0% is about no effect
Target sequence (P14416 whole entry, looked up): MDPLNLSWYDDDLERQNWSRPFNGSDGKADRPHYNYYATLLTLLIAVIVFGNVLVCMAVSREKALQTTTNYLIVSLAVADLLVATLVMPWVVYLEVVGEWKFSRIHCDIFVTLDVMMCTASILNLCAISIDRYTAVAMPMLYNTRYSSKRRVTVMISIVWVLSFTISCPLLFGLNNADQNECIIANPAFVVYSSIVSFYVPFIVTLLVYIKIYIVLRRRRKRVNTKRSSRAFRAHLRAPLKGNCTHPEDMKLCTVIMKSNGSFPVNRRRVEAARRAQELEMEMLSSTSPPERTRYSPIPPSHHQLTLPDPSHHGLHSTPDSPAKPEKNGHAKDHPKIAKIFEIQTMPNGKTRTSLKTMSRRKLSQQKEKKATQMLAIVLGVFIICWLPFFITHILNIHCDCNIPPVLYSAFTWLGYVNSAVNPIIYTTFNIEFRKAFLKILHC
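Tetracycline-induced HEK293 T-REx cells with force-coupled D2 receptor, plated overnight at 30 C, loaded with no-wash calcium dye. After a 10 s baseline, compound was pin-added and calcium flux read kinetically for 180 s; calcium rises flagged agonists.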
D1 antagonist – blocks dopamine activation of the human D1 receptor; actives 3.2% (n = 360,000); HEK293 TREx D1 cells, calcium flux, dopamine EC80; active compounds read low; P21728; activity change, negative = inhibition, % at 10 µM; in the data active = activity change below about -30%; note: % is set by controls: 0 for no effect and ±100 for the full control effect
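Compound effects on dopamine-evoked calcium signalling were measured in tetracycline-induced HEK293 Trex D1 cells. Dopamine at EC80 followed a 180 s compound pre-read, and fluorescence was tracked kinetically for 180 s more.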
D2 PAM – positive allosteric modulators of human D2 dopamine receptor. HEK293 T-REx D2, calcium flux, EC20 dopamine potentiation. potentiation, % at 10 µM. actives 0.34% (n = 340,000);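 active = potentiation over 3 SD above the plate norm, cut at about 30% in these data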; note: 0% is about no effect
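Primary screen. Calcium kinetics in induced HEK293 T-REx D2 cells: compound pre-addition 180 s, EC20 dopamine, 180 s more.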
D2 antagonist – D2 dopamine receptor (human) antagonism; P14416; HEK293 TREx D2 cells, calcium flux, dopamine EC80; inhibition, % at 10 µM; actives 2% (n = 340,000); AID 485344; in the data active = inhibition above about 30%; note: 0% is about no effect
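HEK293 T-REx D2 cells, tet-induced, calcium dye no-wash. Cpd pintool add, 180 s kinetic, then EC80 DA, 180 s kinetic. Ca flux read.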
TRHR agonist – agonists of human TRH receptor | P34981 | TRHR cells, calcium flux fluo-8, FDSS agonist mode | activation, % at 2 µM | actives 0.18% (n = 360,000); note: 0% is about no effect
Target sequence (P34981 whole entry, looked up): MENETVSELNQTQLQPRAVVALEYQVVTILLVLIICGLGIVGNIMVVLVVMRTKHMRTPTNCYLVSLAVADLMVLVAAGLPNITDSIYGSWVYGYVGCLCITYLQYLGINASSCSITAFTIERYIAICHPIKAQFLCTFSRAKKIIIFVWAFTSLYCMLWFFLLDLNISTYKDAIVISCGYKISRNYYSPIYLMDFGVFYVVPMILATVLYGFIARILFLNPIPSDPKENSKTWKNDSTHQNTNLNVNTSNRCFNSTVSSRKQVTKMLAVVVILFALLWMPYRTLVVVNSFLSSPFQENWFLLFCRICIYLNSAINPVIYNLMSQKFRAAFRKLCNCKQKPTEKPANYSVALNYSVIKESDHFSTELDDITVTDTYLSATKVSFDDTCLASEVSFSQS
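Steps: seed TRHR cells overnight; add fluo-8 no-wash Ca dye, RT 30 min–1.5 h; record 10 s baseline; pin-transfer compounds; monitor fluorescence 1 cycle/s for the agonist window. Calcium increases flag candidate agonists.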
RXFP1 antagonist – antagonists of human relaxin receptor RXFP1; HEK293-RXFP1, relaxin-stimulated cAMP HTRF, 30 min; active compounds read low; activity change, negative = inhibition, % at 57.5 µM; actives 0.59% (n = 350,000);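 active = activity change of -60% or lower, but not beyond a set lower limit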; note: % is set by controls: 0 for no effect and ±100 for the full control effect
D1 ag – activates the human D1 dopamine receptor; P21728; HEK293 T-REx D1 cells, calcium flux, agonist mode; activation, % at 2 µM; actives 1% (n = 360,000); note: 0% is about no effect
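Agonism was scored from calcium flux recorded over 180 s (1 read/s) after pintool compound addition, following a 10-cycle baseline. Cells were inducible force-coupled HEK293 TREx D1, plated overnight at 30 C and loaded with no-wash calcium dye.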
D1 potentiator – potentiators of human D1 dopamine receptor; P21728; HEK293 TREx D1 cells, calcium flux, dopamine EC20 potentiation; potentiation, % at 10 µM; actives 0.036% (n = 360,000); AID 504651; in the data active = potentiation above about 30%; note: 0% is about no effect
TRHR enhancer – TRH receptor (human) allosteric enhancement; TRHR cells, fluo-8 calcium fluorescence, EC20 TRH enhancement; enhancement, % at 2 µM; actives 0.66% (n = 360,000); in the data active = enhancement above about 30%; note: 0% is about no effect
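Enhancer read-out: after compound pinning and an initial kinetic agonist-mode read, an EC20 of TRH (10 nM final) was injected and fluo-8 calcium signal (Ex 480/Em 530) followed at 1 s/cycle for 100 cycles in TRHR-expressing cells.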
An asterisk follows results filed as active; x = not tested or not shown. Cut-off read from the data, not from the text of the source, unless noted: active = activation above about 30%; inactive = the rest.

Key to letters – A = D2 ag; B = D1 antagonist; C = D2 PAM; D = D2 antagonist; E = TRHR agonist; F = RXFP1 antagonist; G = D1 ag; H = D1 potentiator; I = TRHR enhancer
O=C(CSC1=NS(=O)(=O)c2cc(F)ccc2N1)NCc1ccccc1Cl
  A: 0.1 | B: -10 | C: -4 | D: 5 | E: 0.0 | F: -6 | G: 1 | H: -3 | I: 4

Cc1ccc(C(=O)OCC(=O)N2CCc3ccccc32)cc1
  A: -0.3 | B: -9 | C: -6 | D: 13 | E: 0.2 | F: 7 | G: 2 | H: -5 | I: 2

COc1ccc(OC)c(C2NC(=O)N(C)C(C)=C2C(=O)OCc2ccccc2)c1 (configuration not stated)
  A: -1.6 | B: -13 | C: 5 | D: -6 | E: -1.4 | F: 7 | G: 1 | H: 1 | I: 2

CC(=O)c1c(C)[nH]c(C(=O)Nc2ccc(Cl)c(S(=O)(=O)N3CCOCC3)c2)c1C
  A: x | B: -7 | C: x | D: x | E: 0.8 | F: -10 | G: 6 | H: -9 | I: 5

CCc1c(C)sc(NC(=S)N2CCN(CC)CC2)c1C(=O)OC
  A: -0.5 | B: x | C: -5 | D: 15 | E: 0.4 | F: -1 | G: 1 | H: 5 | I: -3

COc1ccccc1NC(=O)NCC(=O)Nc1ccc(F)c(F)c1
  A: x | B: 9 | C: x | D: x | E: -0.4 | F: -1 | G: 1 | H: -4 | I: -3

CC1=C(C(=O)OCC(C)C)C23C(=O)c4ccccc4C2(O1)OC(N)=C3C#N (configuration not stated)
  A: x | B: -4 | C: x | D: x | E: 0.4 | F: -21 | G: 4 | H: 0 | I: -6

CCCCS(=O)(=O)N1CCCC(C(=O)Nc2ccc3c(c2)CCC3)C1 (configuration not stated)
  A: 0.1 | B: 7 | C: 4 | D: -4 | E: -1.2 | F: -6 | G: 2 | H: 5 | I: 0

Cc1ccc(NC(=O)Cn2nc(-c3ccco3)ccc2=O)cc1Cl
  A: 0.0 | B: -28 | C: 17 | D: -17 | E: -1.1 | F: 1 | G: 5 | H: -2 | I: -6

CC(C)NC(=O)C1CCCN(S(=O)(=O)c2ccc3c(ccn3C)c2)C1 (configuration not stated)
  A: 0.2 | B: -6 | C: 2 | D: x | E: 0.0 | F: 4 | G: 0 | H: 0 | I: -2

COc1cccc(Cn2nnc3c(=O)[nH]c(C4CCCN(C(=O)c5ccc(C)cc5)C4)nc32)c1 (configuration not stated)
  A: -1.1 | B: -2 | C: 18 | D: x | E: -0.6 | F: -8 | G: 2 | H: -2 | I: -1

CC(C(=O)NC(=O)NC1CCCCC1)N1CCN(c2ccccn2)CC1 (configuration not stated)
  A: 0.2 | B: 7 | C: -2 | D: 12 | E: -0.2 | F: -8 | G: 3 | H: -1 | I: 5

CC(C(=O)NCc1ccccn1)c1ccc([N+](=O)[O-])cc1 (configuration not stated)
  A: 0.4 | B: -12 | C: -5 | D: -4 | E: 0.1 | F: 1 | G: 4 | H: -6 | I: 0

Cc1ccc(C(=O)NCC(=O)N2CCN(c3ncccn3)CC2)s1
  A: 0.3 | B: 1 | C: -5 | D: 1 | E: -0.1 | F: -2 | G: 1 | H: 5 | I: -4

Cc1ccc(OCC(=O)N(Cc2sccc2C)C2CCS(=O)(=O)C2)cc1 (configuration not stated)
  A: 1.4 | B: -6 | C: 1 | D: x | E: 0.3 | F: -19 | G: 2 | H: -3 | I: 0

An excerpt from above in order of count of non-hydrogen atoms, largest number first.
Key to letters – A = D2 ag; B = D1 antagonist; C = D2 PAM; D = D2 antagonist; E = TRHR agonist; F = RXFP1 antagonist; G = D1 ag; H = D1 potentiator; I = TRHR enhancer
COc1cccc(Cn2nnc3c(=O)[nH]c(C4CCCN(C(=O)c5ccc(C)cc5)C4)nc32)c1 (configuration not stated)
  A: -1.1 | B: -2 | C: 18 | D: x | E: -0.6 | F: -8 | G: 2 | H: -2 | I: -1

COc1ccc(OC)c(C2NC(=O)N(C)C(C)=C2C(=O)OCc2ccccc2)c1 (configuration not stated)
  A: -1.6 | B: -13 | C: 5 | D: -6 | E: -1.4 | F: 7 | G: 1 | H: 1 | I: 2

CCCCS(=O)(=O)N1CCCC(C(=O)Nc2ccc3c(c2)CCC3)C1 (configuration not stated)
  A: 0.1 | B: 7 | C: 4 | D: -4 | E: -1.2 | F: -6 | G: 2 | H: 5 | I: 0

Cc1ccc(C(=O)NCC(=O)N2CCN(c3ncccn3)CC2)s1
  A: 0.3 | B: 1 | C: -5 | D: 1 | E: -0.1 | F: -2 | G: 1 | H: 5 | I: -4

Cc1ccc(C(=O)OCC(=O)N2CCc3ccccc32)cc1
  A: -0.3 | B: -9 | C: -6 | D: 13 | E: 0.2 | F: 7 | G: 2 | H: -5 | I: 2

CC(C(=O)NCc1ccccn1)c1ccc([N+](=O)[O-])cc1 (configuration not stated)
  A: 0.4 | B: -12 | C: -5 | D: -4 | E: 0.1 | F: 1 | G: 4 | H: -6 | I: 0

Following part
Key to letters – A = D2 ag; B = D1 antagonist; C = D2 PAM; D = D2 antagonist; E = TRHR agonist; F = RXFP1 antagonist; G = D1 ag; H = D1 potentiator; I = TRHR enhancer
O=C(NCc1ccccc1)C1(c2ccccc2)CCN(S(=O)(=O)c2ccccc2)CC1
  A: -0.3 | B: -6 | C: 8 | D: 5 | E: 0.2 | F: 20 | G: 3 | H: -8 | I: -3

Cc1c(N=c2scc(-c3ccccc3)n2C)c(=O)n(-c2ccccc2)n1C
  A: 66* | B: 1 | C: -16 | D: 76* | E: -0.1 | F: -10 | G: -1 | H: -7 | I: -5

Cc1cc(Cl)c2ccccc2n1
  A: -1.0 | B: 4 | C: -4 | D: 1 | E: -0.2 | F: 6 | G: 2 | H: 7 | I: 1

CC(O)[C@@H](NC(=O)C1CCC(CNC(=O)[C@H](Cc2ccccc2)NC(=O)OC(C)(C)C)CC1)C(=O)O (some centres not stated)
  A: 0.9 | B: 1 | C: -1 | D: -1 | E: -0.2 | F: 5 | G: 2 | H: 5 | I: -3

Cc1nc(C)c(CC(=O)N/N=C/c2ccc(O)cc2)c(=O)[nH]1
  A: 1.3 | B: -21 | C: 1 | D: 0 | E: 0.3 | F: 1 | G: 4 | H: -4 | I: 21

Cc1cccc(N(Cc2ccccc2)C(=O)CCl)c1
  A: -1.3 | B: 5 | C: -7 | D: -8 | E: -0.4 | F: -12 | G: -1 | H: -8 | I: -8

Cc1cc(C)c(S(=O)(=O)NCCCN2CCOCC2)cc1Br
  A: -0.2 | B: -7 | C: 0 | D: 0 | E: 0.8 | F: -13 | G: 4 | H: -9 | I: -5

CCOc1ccc(NC(=O)NCCCN2CCN(c3ccc(F)cc3)CC2)cc1
  A: 4.6 | B: -36* | C: -24 | D: x | E: -0.3 | F: x | G: 14 | H: -4 | I: 3

Cc1cc(OCc2nn[nH]n2)c2c(-c3ccccc3)cc(=O)oc2c1
  A: -0.6 | B: 8 | C: 4 | D: 51* | E: -0.1 | F: 4 | G: 3 | H: 1 | I: 1

Cc1onc(-c2c(F)cccc2Cl)c1C(=O)N(C)C1CCCCC1
  A: -1.4 | B: -5 | C: -7 | D: -12 | E: -0.8 | F: 1 | G: 2 | H: 1 | I: -3

COc1cc(F)c(S(=O)(=O)N2CCOc3ccccc32)cc1OC
  A: -4.7 | B: -6 | C: 27 | D: -14 | E: -1.3 | F: 1 | G: 10 | H: -4 | I: 0

Cn1c(=O)c2c(nc(SCC(=O)N3CCc4ccccc4C3)n2C)n(C)c1=O
  A: 0.5 | B: 8 | C: 1 | D: -12 | E: 0.0 | F: 13 | G: 1 | H: 0 | I: 9

Cc1ccc(NC(=O)CCC(=O)OC(C)C(=O)c2ccccc2)cc1 (configuration not stated)
  A: 0.1 | B: -9 | C: -8 | D: 22 | E: 0.1 | F: -1 | G: 1 | H: -3 | I: -1

O=C(c1cc2cc3ccc(Cl)cc3nc2o1)N1CCN(c2cccc(Cl)c2)CC1
  A: 0.8 | B: 4 | C: 3 | D: x | E: 0.2 | F: x | G: -2 | H: 1 | I: -2

O=C(Cn1cccc1C(=O)c1ccccc1)NCCc1ccccc1
  A: -0.5 | B: -15 | C: -12 | D: -7 | E: -0.4 | F: 20 | G: -2 | H: -9 | I: -6

Part of the list above, with two lines to a compound.
Value order – D2 ag | D1 antagonist | D2 PAM | D2 antagonist | TRHR agonist | RXFP1 antagonist | D1 ag | D1 potentiator | TRHR enhancer
Cc1cccc(N(Cc2ccccc2)C(=O)CCl)c1
    -1.3 | 5 | -7 | -8 | -0.4 | -12 | -1 | -8 | -8
Cc1onc(-c2c(F)cccc2Cl)c1C(=O)N(C)C1CCCCC1
    -1.4 | -5 | -7 | -12 | -0.8 | 1 | 2 | 1 | -3

Remaining list, next part.
SMILES	D2 ag	D1 antagonist	D2 PAM	D2 antagonist	TRHR agonist	RXFP1 antagonist	D1 ag	D1 potentiator	TRHR enhancer
O=C(c1cnccn1)N(Cc1cccs1)C1(C(=O)NC2CCCC2)CCCCC1	1.8	-7	-3	12	-0.6	-5	-1	2	3
Cc1cccc(-c2nc(S(=O)(=O)c3ccccc3)c(N3CCN(c4ccccc4)CC3)o2)c1	x	-21	-5	x	0.0	-13	2	-1	-6
Cc1ccc(C(=O)OCC(=O)NC(=O)c2cccn2C)cc1[N+](=O)[O-]	1.5	0	1	5	2.2	2	4	-1	-2
O=C(COc1ccc2ccc(=O)oc2c1)Nc1ccc(CN2CCOCC2)cc1	-0.1	-26	-3	-3	0.2	9	2	-6	-3
Cc1ccc(-n2c(=O)cc(NCc3cccnc3)[nH]c2=O)cc1	-1.7	1	-2	18	0.4	10	4	2	-5
COc1nc(Nc2ccccc2F)nc(OC)n1	x	5	x	x	-0.3	14	2	-2	-2
Cc1cccc(C)c1NC(=S)NCCCN1CCCC1=O	-0.5	-6	-3	-9	0.3	-3	0	0	2
COc1ccc(NC(=S)N2CCN(Cc3ccccc3)CC2)c(OC)c1	-0.2	-10	-7	-6	-0.2	-5	0	-4	0
CNS(=O)(=O)c1cccc(C(=O)OCCCC(=O)c2ccccc2)c1	0.7	-15	3	-5	0.0	-2	5	-4	-2
CCOc1ccc(-c2nnc(NC(=O)Cc3cc(OC)c(OC)c(OC)c3)o2)cc1	0.6	-11	-5	10	-0.7	3	2	-10	-2
CC(=O)c1cccc(NC(=O)CCCOc2ccc(C)cc2)c1	-0.9	-11	-8	-5	-0.5	10	8	1	-2
Cc1cc(C)cc(NC(=O)N2CCCN(c3ncccc3[N+](=O)[O-])CC2)c1	x	-6	-4	x	0.0	4	2	-7	-5
CC(=O)N1CCN(C(=O)c2cc(=O)c3ccccc3o2)CC1	0.0	9	13	19	0.2	-11	4	9	11
Cc1ccc(CNC(=O)c2ccc3c(c2)nc2n3CCCC2)cc1	0.7	1	1	x	0.4	13	0	-1	4
